Source: PubChem BioAssay (Broad Institute)
miR-122 sensor: miR-122 inhibition in Huh7 cells. activation (reporter increase), % at 12.5 µM. 340,000 compounds, 0.3% hits. Huh7 miR-122 Renilla luciferase sensor, 48 h; neutral wells = 0, positive control = 100;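 active means mean replicate activation score at least 90 and every replicate individually at or above 90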;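 further: higher luciferase means less miR-122 activity so hits act as miR-122 inhibitors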
PglD inh: inhibitors of Campylobacter jejuni PglD acetyltransferase. 360,000 compounds, 0.098% hits. inhibition, % at 12.5 µM. AID 602405. purified PglD enzyme, DTNB colorimetric CoA detection; in the data active means inhibition above about 16%, passing the limit was not always enough; further: strong numbers were not always called active
RAD54 branch: RAD54 (human) branch migration inhibition | RAD54 Holliday junction branch migration, FAM/BHQ fluorescence | inhibition, % at 10.4 µM | 360,000 compounds, 0.14% hits;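 active means mean normalized replicate activity at least 40 and at least half of replicates scoring 40 or more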;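 further: 0% = median of neutral control wells and 100% = median of positive control wells; inhibitors cause a drop in the FAM fluorescence signal; in these data hits start at about 50%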
E-selectin induc: induces E-selectin expression in human endothelial cells | P16581 | HUVEC E-selectin immunofluorescence imaging; normalized: neutral wells 0, TNF-alpha wells 100 | activation, % at 7.58 µM | 260,000 compounds, 0.37% hits;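 active means mean E-selectin-positive cell signal at least 10% of the positive control, reached in at least 60% of replicates, without over 20% cell loss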;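 further: in these data hits start at about 27%; measured in HUVEC primary endothelial cells; signal is the percent of cells scored E-selectin positive by PE staining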
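Test system: HUVEC | Signal: Immunofluorescence imaging | Read-out: Percent E-selectin-positive cells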
ERAP1 inh: ERAP1 (human) enzyme inhibition; Q9NZ08; recombinant ERAP1, Leu-AMC fluorescence, 60 min; inhibition, % at 10.7 µM; 340,000 compounds, 0.15% hits;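 active means mean replicate inhibition of at least 30%, or all replicates individually reaching that 30% level; inactive means mean below 30% and not every replicate reaching it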;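 further: 0% = neutral control wells and 100% = L-leucinethiol positive control wells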
Target sequence (Q9NZ08 whole entry, looked up): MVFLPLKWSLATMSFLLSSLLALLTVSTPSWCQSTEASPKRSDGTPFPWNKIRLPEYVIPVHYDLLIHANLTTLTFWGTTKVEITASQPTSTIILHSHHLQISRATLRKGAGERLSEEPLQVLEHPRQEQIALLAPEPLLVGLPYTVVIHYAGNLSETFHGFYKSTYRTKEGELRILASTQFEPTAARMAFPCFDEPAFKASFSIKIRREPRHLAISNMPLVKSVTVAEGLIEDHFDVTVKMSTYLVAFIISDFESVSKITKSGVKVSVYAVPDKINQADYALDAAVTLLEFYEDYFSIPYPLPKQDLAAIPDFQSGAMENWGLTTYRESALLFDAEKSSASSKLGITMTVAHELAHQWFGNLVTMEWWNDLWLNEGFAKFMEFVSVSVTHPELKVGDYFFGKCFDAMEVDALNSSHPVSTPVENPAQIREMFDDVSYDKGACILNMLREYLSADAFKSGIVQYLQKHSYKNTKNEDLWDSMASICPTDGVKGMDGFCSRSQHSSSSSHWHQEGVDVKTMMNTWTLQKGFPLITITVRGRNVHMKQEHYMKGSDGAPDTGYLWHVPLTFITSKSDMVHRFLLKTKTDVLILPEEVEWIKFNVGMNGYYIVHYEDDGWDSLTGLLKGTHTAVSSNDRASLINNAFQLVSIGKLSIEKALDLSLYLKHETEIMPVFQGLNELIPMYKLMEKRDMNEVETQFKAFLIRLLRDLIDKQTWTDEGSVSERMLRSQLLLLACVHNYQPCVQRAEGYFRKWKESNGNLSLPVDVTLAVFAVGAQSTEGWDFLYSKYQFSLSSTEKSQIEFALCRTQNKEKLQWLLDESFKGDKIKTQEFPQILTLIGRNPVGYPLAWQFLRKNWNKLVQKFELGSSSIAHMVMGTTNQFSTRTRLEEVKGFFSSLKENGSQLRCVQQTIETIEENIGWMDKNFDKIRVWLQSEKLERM
PGC1a acetyl inh: modulators of PGC1a acetylation; U2OS PGC1a acetylation, AlphaScreen anti-acetyl-lysine; with virally co-expressed GCN5 acetyltransferase; inhibition, % at 15.6 µM; 350,000 compounds, 0.17% hits;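 active means every replicate shows inhibition of at least 40%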;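 further: 0% = neutral control wells and 100% = positive control wells; some results beyond the cut were filed as inactive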
Cneo AK release: causes C. neoformans cell lysis. adenylate kinase release luminescence, 4 h; normalised: neutral wells 0, clomiphene wells 100. lysis activity, % at 15 µM. 360,000 compounds, 0.2% hits;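 active means mean lysis activity across replicates of at least 80%, whatever share of replicates individually reach that level; inactive means mean lysis activity below 80%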
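Assay system: Cryptococcus neoformans yeast cells / Dosing: single-point compound dose / Timing: 4 h at 37 °C static, read 1 h later / Measured by: luminescence of released adenylate kinase using an AK detection reagent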
RAD52 anneal inh: inhibitors of human RAD52 DNA annealing | recombinant RAD52 DNA annealing, FRET fluorescence | inhibition, % at 18.7 µM | 360,000 compounds, 0.46% hits;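 active means every replicate showing at least 50% inhibition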
* hit, by the source's call; i = inactive; / = no result given; & = joins results of further samples; [ ] = remark or other dose.

1. COc1cccc(/C=N/NC(=O)c2cnccn2)c1O
2. CCOc1ccc(NC(=O)C(C)NC(=O)c2ccccc2Cl)cc1S(=O)(=O)N1CCCC1 (configuration not stated)
3. O=C(O)C[C@@H]1CC[C@@H](NC(=O)c2ccncc2)[C@H](CO)O1
4. Cc1nc(Nc2ccccc2)sc1C(=O)c1ccccc1
5. O=C1CC(N(O)C2CC(=O)N(Cc3ccccc3)C2=O)C(=O)N1Cc1ccccc1 (configuration not stated)

Compound	1	2	3	4	5
miR-122 sensor	-14	/	-4[16.7 µM]	4	-3
PglD inh	1	9	2	5	-1
RAD54 branch	-1	-6	1	-1	-22
E-selectin induc	4.2	0.5	0.2	/	2.0
ERAP1 inh	-1	2	0	/	/
PGC1a acetyl inh	0	/	10	6	14
Cneo AK release	-2	4	12	-1	-2
RAD52 anneal inh	-10	-11	0	-29	/

6. C[C@@H]1CN([C@@H](C)CO)C(=O)CCCn2nncc2CO[C@@H]1CN(C)S(C)(=O)=O
7. COCCCNC(=O)c1cc(-c2cccnc2)nc2ccccc12
8. S=C(NCc1ccccc1)NCc1ccco1
9. C[C@H](CO)N1C[C@H](C)[C@H](CN(C)C(=O)Oc2ccccc2)OCc2ccccc2-c2ccccc2C1=O
10. CSc1ccc(/C=N/n2c(C3CCCCC3)n[nH]c2=S)cc1

Compound	6	7	8	9	10
miR-122 sensor	-4	-2	-15	/	-6
PglD inh	-3&0	0	-1	3	3
RAD54 branch	-13&6	2	-6	-23	-2
E-selectin induc	0.2	/	-0.7	0.0	/
ERAP1 inh	2&-1	0	2	-2	2
PGC1a acetyl inh	-16&8	/	/	-1	-10
Cneo AK release	1&-3	1	1	-2	0
RAD52 anneal inh	-10&2	-2	-26	14	-5

11. O=C(C[C@H]1C[C@@H]2c3cc(NC(=O)C4CCC4)ccc3O[C@@H]2[C@H](CO)O1)NCc1cccnc1
12. O=C(C[C@H]1C[C@@H]2c3cc(NC(=O)c4ccc5c(c4)OCO5)ccc3O[C@@H]2[C@@H](CO)O1)NCc1cccnc1
13. C/C=C/c1ccc2c(c1)O[C@@H](CN(C)C(=O)C1CCOCC1)[C@@H](C)CN([C@H](C)CO)S2(=O)=O
14. Cc1ccc(S(=O)(=O)N2CC[C@H]3[C@H](CO)Nc4ccc(-c5ccccc5F)cc4[C@H]32)cc1
15. CC1(C)c2ccccc2N2CC(=O)NC21/C=C/c1ccco1 (configuration not stated)

Compound	11	12	13	14	15
miR-122 sensor	5[16.7 µM]	3[16.7 µM]	-4[16.7 µM]	39[16.7 µM]	3
PglD inh	6	3	-4	0	1&2
RAD54 branch	-17	10	3	3	-3&-13
E-selectin induc	-0.5	-0.2	0.3	-0.7	/
ERAP1 inh	-2	1	0	-2	/
PGC1a acetyl inh	-24	-3	1	0	-23
Cneo AK release	0	52	0	0	-1&0
RAD52 anneal inh	17	17	3	-6	/

16. O=C(N/N=C/c1ccccc1OC(F)F)C1=COCCO1
17. O=C(O)CNC(=S)N(Cc1cccs1)C1CCCCC1
18. Cc1cccc(C(=O)OCC(=O)Nc2ccccc2C(=O)NC2CC2)c1
19. CCOc1ccc2nc(COC(=O)c3ccco3)c(C(C)=O)[n+]([O-])c2c1
20. C[C@H]1CN([C@@H](C)CO)C(=O)c2cc(C#CC3CCCCC3)cnc2O[C@H]1CN(C)S(C)(=O)=O

Compound	16	17	18	19	20
miR-122 sensor	4	-10	/	-14	23[16.7 µM]
PglD inh	2	2	/	-1	2
RAD54 branch	4	-4	/	-4	-2
E-selectin induc	-0.7	1.2	0.3	/	0.6
ERAP1 inh	-8	/	0	/	0
PGC1a acetyl inh	/	3	-2	32	10
Cneo AK release	2	0	/	0	2
RAD52 anneal inh	-8	/	-7	/	-7

From no. 12 to 20, as listed above:
12. O=C(C[C@H]1C[C@@H]2c3cc(NC(=O)c4ccc5c(c4)OCO5)ccc3O[C@@H]2[C@@H](CO)O1)NCc1cccnc1
13. C/C=C/c1ccc2c(c1)O[C@@H](CN(C)C(=O)C1CCOCC1)[C@@H](C)CN([C@H](C)CO)S2(=O)=O
14. Cc1ccc(S(=O)(=O)N2CC[C@H]3[C@H](CO)Nc4ccc(-c5ccccc5F)cc4[C@H]32)cc1
15. CC1(C)c2ccccc2N2CC(=O)NC21/C=C/c1ccco1 (configuration not stated)
16. O=C(N/N=C/c1ccccc1OC(F)F)C1=COCCO1
17. O=C(O)CNC(=S)N(Cc1cccs1)C1CCCCC1
18. Cc1cccc(C(=O)OCC(=O)Nc2ccccc2C(=O)NC2CC2)c1

Compound	12	13	14	15	16	17	18
miR-122 sensor	3[16.7 µM]	-4[16.7 µM]	39[16.7 µM]	3	4	-10	/
PglD inh	3	-4	0	1&2	2	2	/
RAD54 branch	10	3	3	-3&-13	4	-4	/
E-selectin induc	-0.2	0.3	-0.7	/	-0.7	1.2	0.3
ERAP1 inh	1	0	-2	/	-8	/	0
PGC1a acetyl inh	-3	1	0	-23	/	3	-2
Cneo AK release	52	0	0	-1&0	2	0	/
RAD52 anneal inh	17	3	-6	/	-8	/	-7

19. CCOc1ccc2nc(COC(=O)c3ccco3)c(C(C)=O)[n+]([O-])c2c1
20. C[C@H]1CN([C@@H](C)CO)C(=O)c2cc(C#CC3CCCCC3)cnc2O[C@H]1CN(C)S(C)(=O)=O

Compound	19	20
miR-122 sensor	-14	23[16.7 µM]
PglD inh	-1	2
RAD54 branch	-4	-2
E-selectin induc	/	0.6
ERAP1 inh	/	0
PGC1a acetyl inh	32	10
Cneo AK release	0	2
RAD52 anneal inh	/	-7

More results
21. NC1=NC[C@H](c2ccccc2)N1CC1CCCCC1
22. O=C(NCc1ccccc1CN1CCCC1)c1cccc(S(=O)(=O)N2CCOCC2)c1
23. COc1ccccc1C(=O)Nc1ccc2c(c1)C(=O)N(C)C[C@H](OC)[C@@H](C)CN(C)[C@H](C)CO2
24. O=C(CSc1ccccn1)Nc1ccc2c(c1)CCC2
25. C/C=C/c1ccc2c(c1)O[C@H](CN(C)C(C)=O)[C@H](C)CN([C@H](C)CO)S2(=O)=O

Compound	21	22	23	24	25
miR-122 sensor	-7	-4	/	/	-15[16.7 µM]
PglD inh	1	-2	-1	6	-1
RAD54 branch	0	-3	1	-4	0
E-selectin induc	-0.4	/	-0.2	/	0.1
ERAP1 inh	/	-4	-2	-1	0
PGC1a acetyl inh	2	-8	-17	/	7
Cneo AK release	0	1	-2	-2	42
RAD52 anneal inh	-4	-16	1	-7	-7

26. O=C(Nc1ccc(Cl)cc1)c1cc(S(=O)(=O)Nc2ccccn2)ccc1Cl
27. CCCOc1ccc(-c2c(C(=O)N/N=C/c3ccsc3)nnn2-c2nonc2N)cc1
28. COC(=O)C1=C(C)NC(=S)NC1c1ccc(OCC(=O)N2CC(C)OC(C)C2)c(OC)c1 (configuration not stated)
29. Cc1nnc(NC(=O)c2ccc(C)c(S(=O)(=O)N3CCOCC3)c2)s1
30. O=C(CSc1nnc(-c2ccccc2Br)o1)N1CCN(C(=O)c2ccco2)CC1

Compound	26	27	28	29	30
miR-122 sensor	19	/	/	1	-5
PglD inh	/	-2	-1	4	6
RAD54 branch	/	-8	1	-2	4
E-selectin induc	0.3	/	/	/	/
ERAP1 inh	4	1	-3	/	-6
PGC1a acetyl inh	/	/	/	-5	0
Cneo AK release	/	0	0	-1	-3
RAD52 anneal inh	-15	-14	-12	/	-24

31. Cc1cc(=O)oc2cc(OCC(=O)Nc3ccc(N4CCC(C)CC4)cc3)ccc12
32. COc1ccc(C(=O)Nc2cc(C(F)(F)F)ccc2-n2cncn2)cc1
33. CN1CCN(C(=O)C[C@H]2C[C@@H]3c4cc(NC(=O)NC5CCCCC5)ccc4O[C@@H]3[C@H](CO)O2)CC1
34. O=C1CCCN1CC(O)CS(=O)(=O)c1ccc(Cl)cc1 (configuration not stated)
35. CCOc1ccccc1OCCn1ncc2ccc(OC)c(OC)c2c1=O

Compound	31	32	33	34	35
miR-122 sensor	5	1	-7[16.7 µM]	-26	-4
PglD inh	1	-12	0	5	-1
RAD54 branch	-9	-1	-12	-5	-4
E-selectin induc	/	/	0.0	/	/
ERAP1 inh	1	/	-1	/	/
PGC1a acetyl inh	-28	9	8	/	4
Cneo AK release	36	-1	4	-17	2
RAD52 anneal inh	-8	/	-2	/	/

36. CCCCn1c(N)c(N(Cc2ccccc2OC)C(=O)C(C)C)c(=O)[nH]c1=O
37. CNC[C@@H]1Oc2ccc(NS(=O)(=O)c3cccs3)cc2C(=O)N([C@H](C)CO)C[C@@H]1C
38. C[C@@H]1CN([C@H](C)CO)C(=O)c2cc(NC(=O)Cn3cnnn3)ccc2O[C@H]1CN(C)C(=O)Nc1cccc2ccccc12
39. C[C@H]1CN([C@@H](C)CO)S(=O)(=O)c2ccc(-c3cncnc3)cc2O[C@@H]1CN(C)C(=O)C1CCCCC1
40. C[C@@H]1CN([C@H](C)CO)S(=O)(=O)c2ccc(-c3ccccc3)cc2O[C@H]1CN(C)C(=O)CC1CC1

Compound	36	37	38	39	40
miR-122 sensor	/	-6[16.7 µM]	-28[16.7 µM]	/	4[16.7 µM]
PglD inh	/	0	4	-2	0
RAD54 branch	-4	12	2	-3	1
E-selectin induc	-0.5	0.1	-8.5	-0.5	0.1
ERAP1 inh	2	2	-3	/	2
PGC1a acetyl inh	/	-2	1	6	-2
Cneo AK release	0	-13	45	56	-3
RAD52 anneal inh	-6	-7	-9	4	3

41. O=C(NCCc1ccccn1)c1ccc2nc(Cc3ccccc3F)oc2c1
42. Cc1ccn2cc(C(=O)Nc3cccc(C(=O)NC4CC4)c3)nc2c1
43. CC(C)NC(=O)N1CC(=O)N2[C@H](C1)[C@@H](c1ccc(/C=C/c3ccccc3)cc1)[C@@H]2CO
44. CC1Sc2ccc(S(=O)(=O)N3CCC(C(=O)N(C)Cc4ccco4)CC3)cc2NC1=O (configuration not stated)
45. CC(C)NC(=O)N(C)C[C@@H]1Oc2c(cccc2N(C)C)C(=O)N([C@H](C)CO)C[C@H]1C

Compound	41	42	43	44	45
miR-122 sensor	-5	/	/	-8	-4[16.7 µM]
PglD inh	8	1	/	2	-1
RAD54 branch	4	1	/	-10	-4
E-selectin induc	22	0.0	0.4	3.2	-1.6
ERAP1 inh	-8	-6	1	1	3
PGC1a acetyl inh	0	/	-1	0	7
Cneo AK release	6	-3	/	2	3
RAD52 anneal inh	4	-26	13	i	-22

46. CCOP(=O)(OCC)c1nc(-c2ccc(C)cc2)oc1N1CCOCC1
47. C[C@@H]1CCCCO[C@@H](CN(C)C(=O)C2CCCCC2)[C@@H](C)CN([C@@H](C)CO)C(=O)c2cc(NS(=O)(=O)c3ccc(Cl)cc3)ccc2O1
48. Nc1nc2ccc(-c3nc4ccccc4o3)cc2s1
49. C[C@@H]1CN([C@H](C)CO)C(=O)c2cc(NS(=O)(=O)c3cccs3)ccc2O[C@H]1CN(C)S(=O)(=O)c1ccc(Cl)cc1
50. CCCSc1nnc2c(n1)OC(c1cccn1C)N(C(C)=O)c1ccccc1-2 (configuration not stated)

Compound	46	47	48	49	50
miR-122 sensor	3	-1[16.7 µM]	-4	4[16.7 µM]	-2
PglD inh	0	-3	0	1	-2
RAD54 branch	7	-3	-3	24	-10
E-selectin induc	/	0.1	/	0.8	/
ERAP1 inh	/	0	/	-1	/
PGC1a acetyl inh	6	-5	-4	-8	34
Cneo AK release	-2	3	-11	-1	0
RAD52 anneal inh	/	25	/	3	/
